BAP1 inh = human BAP1 deubiquitinase inhibition. Q92560. recombinant BAP1, Ub-AMC hydrolysis fluorescence kinetic; hits give low values. activity remaining (% of control), % at 20 µM. 0.48% of 72,000 active;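 active = activity remaining at or below 50% of control, provided the compound also passes the data quality filters; inactive = the rest, including low values that fail the filters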;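 note: 100% = DMSO wells rate and 0% = substrate alone blank rate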
Target sequence (Q92560 whole entry, looked up): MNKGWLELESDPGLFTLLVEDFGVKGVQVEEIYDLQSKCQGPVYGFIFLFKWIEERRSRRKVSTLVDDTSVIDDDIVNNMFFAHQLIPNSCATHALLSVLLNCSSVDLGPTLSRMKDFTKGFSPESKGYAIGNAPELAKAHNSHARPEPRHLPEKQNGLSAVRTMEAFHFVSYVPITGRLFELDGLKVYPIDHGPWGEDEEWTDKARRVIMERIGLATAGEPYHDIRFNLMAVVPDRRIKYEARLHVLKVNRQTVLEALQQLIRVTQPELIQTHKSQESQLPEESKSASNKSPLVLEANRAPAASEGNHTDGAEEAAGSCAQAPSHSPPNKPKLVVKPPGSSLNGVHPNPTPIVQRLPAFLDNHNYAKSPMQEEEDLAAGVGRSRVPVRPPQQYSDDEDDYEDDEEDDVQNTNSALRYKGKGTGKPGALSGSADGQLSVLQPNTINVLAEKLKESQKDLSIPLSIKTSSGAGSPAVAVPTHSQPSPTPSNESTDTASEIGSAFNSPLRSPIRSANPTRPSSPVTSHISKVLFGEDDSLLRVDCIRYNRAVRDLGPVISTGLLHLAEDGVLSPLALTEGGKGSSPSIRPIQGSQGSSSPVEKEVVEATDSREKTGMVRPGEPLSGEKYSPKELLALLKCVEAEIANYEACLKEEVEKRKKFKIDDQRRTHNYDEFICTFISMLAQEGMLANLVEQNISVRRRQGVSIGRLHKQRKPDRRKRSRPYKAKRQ
HePTP inh = inhibitors of human HePTP phosphatase. inhibition, % at 20 µM. recombinant HePTP phosphatase activity, OD absorbance. 0.64% of 110,000 active; in the data active = inhibition above about 50%;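 note: plate controls were vehicle for no effect and reference inhibitor for full effect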
Target sequence (P35236 whole entry, looked up): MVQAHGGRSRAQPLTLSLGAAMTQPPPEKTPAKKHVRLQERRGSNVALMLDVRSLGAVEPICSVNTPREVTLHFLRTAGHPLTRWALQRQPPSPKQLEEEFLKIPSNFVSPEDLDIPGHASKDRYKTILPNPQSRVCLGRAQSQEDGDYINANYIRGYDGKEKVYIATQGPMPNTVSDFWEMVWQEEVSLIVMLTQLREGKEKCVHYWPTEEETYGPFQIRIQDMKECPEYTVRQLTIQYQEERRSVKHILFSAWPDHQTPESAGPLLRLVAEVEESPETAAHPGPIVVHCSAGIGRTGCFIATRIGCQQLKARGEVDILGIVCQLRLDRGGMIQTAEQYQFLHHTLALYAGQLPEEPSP
Numbers without * were called inactive; / = not tested or not shown; & = joins results of further samples.

Each structure is followed by: BAP1 inh | HePTP inh
CCCOc1ccc(N/C(N)=N/c2nc(C)cc(C)n2)cc1
  / | 3.9
O=S(=O)(Cc1ccccc1Cl)N1CCN(Cc2ccc3c(c2)OCO3)CC1
  137.5 | /
Cc1cc(OCC(=O)Nc2ccccc2C(C)C)ccc1Cl
  202.3 | -14.5
c1cncc(CN2CCN(Cc3ccco3)CC2)c1
  / | 4.2
O=C(Nc1ccc(-c2nc3ncccc3o2)cc1)c1ccco1
  63.4 | -3.3
COc1c(N2CCNC(C)C2)c(F)cc2c(=O)c(C(=O)O)cn(C3CC3)c12 (centres undefined)
  / | 8.9
Cn1c2c(c(=O)n(C)c1=O)C(c1cccc(Br)c1)C1C(=O)c3ccccc3C1=N2 (centres undefined)
  96.0 | -0.2
Cc1ccc(C(=O)NC(NC(=S)Nc2cccc3ccccc23)C(Cl)(Cl)Cl)cc1 (centres undefined)
  / | 0.5
COc1ccc(C2CC(c3ccc(Br)cc3)=NN2C(=O)CCC(=O)O)cc1OC (centres undefined)
  / | 6.0
CCOC(=O)Cc1csc(NC(NC(=O)CC)(C(F)(F)F)C(F)(F)F)n1
  109.6 | -8.0
COc1ccc2cc3cc(C(=O)NCCc4ccc(OC)c(OC)c4)oc3nc2c1
  218.4 | 9.7
COC1CCCCC1Nc1cccc(SC)c1 (centres undefined)
  83.2 | 14.7
Fc1cccc(Cl)c1Cc1noc(-c2ccccc2)n1
  / | -3.7
O=C(NN=C(C1CC1)C1CC1)c1cc2ccccc2cc1O
  / | 4.4
COc1ccc(CC(=O)OCC(=O)NC(=O)NC2CCCCC2)cc1
  133.9 | 10.3
COc1ccc(-n2c3c(cc(C(=O)N4CCN(CCO)CC4)c2=O)C(=O)CC(C)(C)C3)cc1
  / | 2.7
CCC(C)(C#CCN1CCCC1)OC(C)=O (centres undefined)
  / | -9.4
COc1ccc(OC)c(C(=O)COC(=O)CNC(=O)C2CCCCC2)c1
  78.8 | -3.6
CCOC(=O)C1CCCN(C(=O)c2sc3nc(C)nc(N4CCOCC4)c3c2C)C1 (centres undefined)
  121.2 | 0.5
O=C(O)CCC(=O)Nc1nc(-c2cccc3ccccc23)cs1
  / | 1.3
O=C(COc1ccccc1[N+](=O)[O-])Nc1cccc(-c2nc3ccccc3o2)c1
  / | 4.3
CC1=NN(C(=O)c2ccncc2)C(O)(C(F)(F)F)C1 (centres undefined)
  / | -5.1
COc1ccc(NC(=O)c2ccco2)cc1NC(=O)c1ccco1
  91.8 | 8.3
CC(C(=O)NC1CCCCCC1)N(c1ccccc1)S(C)(=O)=O (centres undefined)
  100.5 | 0.7
O=C(Nc1c(C(=O)N2CCN(Cc3ccccc3)CC2)cnn1-c1ccccc1)c1ccc(Br)cc1
  / | -6.7
COC(=O)c1ccn(C(=O)c2ccc(Cl)cc2)n1
  132.8 | 4.9&-4.5
Cc1c2cnn(CC(=O)N3CCN(c4ncccn4)CC3)c(=O)c2c(C)n1Cc1ccc(F)cc1
  94.1 | -7.3
COc1cc(NC(=O)C(C)Oc2ccccc2)cc(OC)c1 (centres undefined)
  92.1 | 11.4
Cc1nnc(NC(=O)C(Sc2ccccc2)c2ccccc2)s1 (centres undefined)
  / | 5.8
COc1ccc(CC(=O)Nc2cccc(I)c2)cc1OC
  / | 1.2
Cc1ccc(OCC(=O)Nc2ccc(O)c(-c3nc4ccccc4o3)c2)cc1
  71.4 | 3.1
CCCc1[nH]nc2c1C(c1cccnc1)C(C#N)=C(N)O2 (centres undefined)
  86.9 | 7.5
COC(=O)C1=C(C)NC2=C(C(=O)CC(C)(C)C2)C1c1ccc(C)o1 (centres undefined)
  / | 6.4
COc1cc(-c2nnc(SCC(=O)c3ccc4ccccc4c3)o2)cc(OC)c1OC
  129.7 | /
CC(C)Cn1c(-c2ccc(Cl)cc2)cnc1SCC(=O)N1CCOCC1
  102.0 | 4.6
O=C(/C=C/c1ccco1)Nc1ccc(-c2nc3ncccc3o2)cc1
  / | 39.0
Nc1nc(C2CC2)c(Sc2sc(N)nc2C2CC2)s1
  102.2 | 2.5
O=C1NC(c2ccccc2)=C(c2ccc3ccccc3n2)C(c2cccc([N+](=O)[O-])c2)N1 (centres undefined)
  / | 6.7
O=C(O)CCC(=O)Nc1ccc(N2CCCCCC2)cc1
  63.6 | -0.3
COc1ccccc1/C=C1\SC(=S)N(NC(=O)c2ccc([N+](=O)[O-])cc2)C1=O
  / | -4.9
Cn1c(=O)[nH]c(=O)c2c1nc(CN1CCOCC1)n2CCCc1ccccc1
  89.1 | 0.9
COCCn1c(SCC(=O)Nc2nnc(C)s2)nnc1-c1cc2ccccc2cc1O
  80.5 | 3.7
CCOc1ccc(S(=O)(=O)N(CC(=O)Nc2ccccc2Br)c2ccc(C)cc2)cc1
  / | 8.2
COC(=O)c1ccccc1NC(=O)C1CCN(S(=O)(=O)c2cc(C)ccc2OC)CC1
  78.7 | 11.0
CCOc1ccc(/C=C/C(=O)c2cccs2)cc1
  / | 7.5
O=C(c1ccc2c(c1)OCCO2)N1CCN(c2ccc([N+](=O)[O-])cc2Cl)CC1
  / | -1.2
CC(=O)Nc1nc(=O)c2ccccc2s1
  97.3&105.4 | -11.1
CCCn1c(SCc2nc(-c3cccs3)no2)nnc1-c1ccncc1
  79.2 | 7.7
O=S(=O)(c1ccc(S(=O)(=O)N2CCCC2)cc1)N1CCCCCC1
  105.3 | 8.0
CC(C)(C)C(=O)Nc1ccc(C(=O)Nc2ccc(O)cc2C(=O)O)cc1
  / | -15.0
CCCOC(=O)c1ccc(NC(=S)Nc2ccc(F)cc2)cc1
  / | 1.7
O=S(=O)(c1cccc2ccccc12)n1nnc2ccccc21
  / | 5.5
CCOC(=O)Cc1cnc(NC(=O)Cn2nnc(-c3ccc(OCC)cc3)n2)s1
  94.3 | 5.8
Cc1ccc(-c2n[nH]c3c2C(c2cccc([N+](=O)[O-])c2)N(c2ccc(F)cc2)C3=O)cc1 (centres undefined)
  / | -9.8
CCOc1ccc(C(=O)CN2CCN(S(=O)(=O)c3ccc(Br)cc3)CC2)cc1
  107.6 | 11.1
CC1=NN(c2cccc(C(=O)O)c2)C(=O)/C1=C\c1cccs1
  / | 21.6
COc1ccc(C2CC(C(F)(F)F)n3ncc(C(=O)O)c3N2)cc1OC (centres undefined)
  94.5 | 4.4&6.7
N#Cc1nc(-c2ccc(OCc3ccccc3)cc2)oc1NCCN1CCOCC1
  / | 1.3
COc1ccc(Cn2nnnc2C(c2ccccn2)N2CCN(c3cc(Cl)ccc3C)CC2)cc1 (centres undefined)
  40.8* | 10.8
Oc1ccc(Br)cc1C=Nc1cc(Br)c2c(c1)OCCO2
  81.7 | /

Nothing new here: an excerpt of the list.
Each structure is followed by: BAP1 inh | HePTP inh
Cc1ccc(-c2n[nH]c3c2C(c2cccc([N+](=O)[O-])c2)N(c2ccc(F)cc2)C3=O)cc1 (centres undefined)
  / | -9.8
CCOc1ccc(C(=O)CN2CCN(S(=O)(=O)c3ccc(Br)cc3)CC2)cc1
  107.6 | 11.1
CC1=NN(c2cccc(C(=O)O)c2)C(=O)/C1=C\c1cccs1
  / | 21.6
COc1ccc(C2CC(C(F)(F)F)n3ncc(C(=O)O)c3N2)cc1OC (centres undefined)
  94.5 | 4.4&6.7
N#Cc1nc(-c2ccc(OCc3ccccc3)cc2)oc1NCCN1CCOCC1
  / | 1.3
COc1ccc(Cn2nnnc2C(c2ccccn2)N2CCN(c3cc(Cl)ccc3C)CC2)cc1 (centres undefined)
  40.8* | 10.8
Oc1ccc(Br)cc1C=Nc1cc(Br)c2c(c1)OCCO2
  81.7 | /

Remaining list, next part
Each structure is followed by: BAP1 inh | HePTP inh
Cc1ccc(S(=O)(=O)n2ccnc2)cc1C
  87.0 | -1.1
Cc1ccc(C(C)NC(=O)c2ccccc2)cc1 (centres undefined)
  / | -5.8
S=C(NCCOCCOCCNC(=S)Nc1ccccc1)Nc1ccccc1
  / | -9.9
Cc1cc(C)n(-c2nc3ccccc3n3cnnc23)n1
  118.4 | 2.3
CC(C)(C)c1ccc(C2=N/C(=C\c3ccc(C#N)cc3)C(=O)O2)cc1
  / | 15.1
CCC1=NN(C(=O)c2ccccc2Cl)C(O)(C(F)(F)F)C1 (centres undefined)
  / | -1.9
COC(=O)c1ccc(Cn2nc(C)c(Br)c2C)cc1
  93.8 | 8.9
O=C(NCc1ccco1)c1cccc(S(=O)(=O)N2CCOCC2)c1
  97.9 | -4.2
O=C1CCc2cc(S(=O)(=O)NC(C(=O)NCc3cccnc3)c3ccccc3)ccc2N1 (centres undefined)
  97.4 | -5.1
CCn1cc(C(=O)N2CCCCC2)c(=O)c2cc(S(=O)(=O)N3CCC(C)CC3)ccc21
  86.6 | -10.4
O=S(=O)(c1ccc(Br)s1)N1CCCCC1
  70.1 | 2.9
O=C(CSc1ncccn1)N/N=C/c1ccccc1Cl
  / | 7.4
Cc1ccc(N2C(=O)c3ccccc3NC2c2cccc(F)c2)cc1 (centres undefined)
  / | 8.5
Cc1ccc2c(c1)[C@@H]1CN(C)CC[C@@H]1N2S(=O)(=O)c1ccc(F)cc1
  163.3 | -4.1
Cc1nc(CNS(=O)(=O)c2ccccc2F)cs1
  86.3 | -4.0
CCOC(=O)c1c(N)sc(C(=O)OC(C)(C)C)c1C
  / | -0.6
COc1cc(C2NC(=S)NC(C)=C2C(=O)Nc2cccc(C)c2)cc(OC)c1OC (centres undefined)
  / | -10.6
COC(=O)Cn1c2ccccc2n2nc(C)nc12
  / | 11.7
CCCOC(=O)c1ccc(NC(=O)CCC)cc1
  / | 1.1
CCCOC(=O)C1C2C=CC3(CN(c4cccc(Cl)c4)C(=O)C13)O2 (centres undefined)
  91.3 | 1.2
CCOC(=O)c1c(N)nn(C(=O)CC)c1-c1ccccc1
  97.0 | /
Cc1ccc(/C=N/NC(=O)/C(=C\c2ccc3c(c2)OCO3)NC(=O)c2ccccc2)o1
  / | -5.2
COC(=O)Nc1ncc(CN2CCc3ccccc3C2)s1
  70.3 | 6.9
O=C(COc1ncnc2sccc12)N1CCc2ccccc2C1
  107.2 | 5.2
CCCOCc1ccc(O)c2ncccc12
  / | -1.6
CCOC(=O)C(NC(=O)Nc1ccc(F)cc1)(OCC)C(F)(F)F (centres undefined)
  96.3 | 6.1
CCn1c2ccccc2c2nnc(SCC(=O)NC(CC(C)C)C(=O)OC)nc21 (centres undefined)
  93.5 | 0.8
COc1cc([N+](=O)[O-])ccc1CC#N
  77.6 | /
O=C1c2ccccc2NC(c2cccc(F)c2)N1Cc1ccco1 (centres undefined)
  199.8 | 5.4
CCc1nn(CC(=O)NCCCN(CC)Cc2ccccc2)c(=O)c2cc3sccc3n12
  101.7 | 3.7
Cc1ccc(OCCOc2ccc(Br)cc2/C=C2/SC(=S)N(C)C2=O)cc1
  / | -11.7
O=C(Cc1ccccc1)N1CCCC(c2nc(-c3cccs3)no2)C1 (centres undefined)
  105.9 | 0.7
Cc1nn(C)c(C)c1N=Cc1c(O)ccc2ccccc12
  84.2 | 0.0&6.3
C=C(Cl)COC(=O)[C@H]1C2C=CC(C2)C1C(=O)O (some centres undefined)
  113.0 | -2.3
CCCCNC(=O)NS(=O)(=O)c1ccc(C)cc1
  108.3&89.8 | 5.0
CCCc1[nH]nc2c1C(CCC)C(C#N)=C(N)O2 (centres undefined)
  81.8 | -4.1
Cc1c(OCC(=O)OC(C)C)ccc2c3c(c(=O)oc12)CCCC3
  / | -1.8
CC1CCC2(CC1)NC(=O)c1ccccc1O2 (centres undefined)
  88.4 | 4.5
O=C1c2cccc3cccc(c23)C(=O)N1c1ccc2c(c1)oc1ccccc12
  / | 7.3
O=C(NCCCN1CCCC1=O)c1ccc2c(=O)n(Cc3ccco3)c(=S)[nH]c2c1
  100.8 | 4.0
CC(C)(C)C1CCc2c(sc3nc(SCC(N)=O)nc(N)c23)C1 (centres undefined)
  / | 3.8
Nc1ccc(CCS(N)(=O)=O)cc1
  81.6 | 5.2
CCCCN(C)S(=O)(=O)c1ccc(C(=O)Nc2nnc(-c3cccs3)o2)cc1
  97.9 | 6.5
CN(C)c1ccc(NC(=O)c2ccc(F)cc2)cc1
  / | -7.9
CCOc1ccc(NC(=O)CN(c2ccc(C(C)C)cc2)S(=O)(=O)c2ccccc2)cc1
  / | -5.4
O=c1[nH]nc(SCc2ccc([N+](=O)[O-])cc2)c(=O)[nH]1
  / | 9.9
CN(C)CCCNC(=O)c1ccc2[nH]c3ccccc3c2c1
  112.0 | 12.0
Cc1ccc(NC(=O)C2CC(=O)N(c3ccccc3C)C2)cc1 (centres undefined)
  / | -3.8
COC(=O)CCC(=O)COc1ccc(OC)cc1C#N
  70.1 | 9.0
COc1cccc(C(=O)N2CCN(Cc3ccc4c(c3)OCO4)CC2)c1OC
  90.1 | 4.0
COc1ccccc1NC(=O)CN1CCN(CC(=O)Nc2ccc(F)cc2)CC1
  94.8 | 4.6
Cc1ccccc1Cn1c(C(C)O)nc2ccccc21 (centres undefined)
  79.1 | 6.1
Cc1ccc(CC2CC(=O)N(c3ccc(Cl)cn3)C2=O)cc1 (centres undefined)
  59.6 | 2.8
CCN(CC)c1ccc(/C=C2/SC(=S)N(CC(=O)OC)C2=O)cc1
  / | 3.1
CC(CO)(CO)Nc1ccc(C(F)(F)F)cc1[N+](=O)[O-]
  / | -14.5
COc1ccc(N(CC(=O)N2CCN(c3ccccc3)CC2)S(=O)(=O)c2c(C)noc2C)cc1
  95.7 | 4.5
CCOCCOC(=O)C1=C(C)NC2=C(C(=O)CCC2)C1c1cc(Br)c(O)c(OCC)c1 (centres undefined)
  / | 5.6
Cc1cc(NS(=O)(=O)c2ccc(NC(=O)c3cc(Cl)ccc3[N+](=O)[O-])cc2)no1
  / | 2.2
NNC(=O)COc1ccccc1OCCOCCOc1ccccc1OCC(=O)NN
  / | -11.7
CCC(C)SCc1nc2ccccc2[nH]1 (centres undefined)
  86.2 | 0.9
CN(C)S(=O)(=O)c1ccc(Oc2ccc(S(=O)(=O)N(C)C)cc2)cc1
  89.3 | -5.1
COc1ccc(/C=C2/SC(=O)N(CCC(=O)Nc3ccc(S(=O)(=O)Nc4nccs4)cc3)C2=O)cc1
  / | -14.0
CCOC(=O)Nc1cccc(OCC(=O)Nc2ccccc2OC)c1
  80.1 | 6.4
